Source: PubChem
FAK inh: inhibitors of human focal adhesion kinase; inhibition, %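 (tested at 7 µM)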; actives 0.84% (n = 97,000); biochemical FAK kinase activity assay; Q05397; in the data active = inhibition above about 19%;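 also: 0% = DMSO and 100% = reference compound high control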
Target sequence (Q05397 whole entry, looked up): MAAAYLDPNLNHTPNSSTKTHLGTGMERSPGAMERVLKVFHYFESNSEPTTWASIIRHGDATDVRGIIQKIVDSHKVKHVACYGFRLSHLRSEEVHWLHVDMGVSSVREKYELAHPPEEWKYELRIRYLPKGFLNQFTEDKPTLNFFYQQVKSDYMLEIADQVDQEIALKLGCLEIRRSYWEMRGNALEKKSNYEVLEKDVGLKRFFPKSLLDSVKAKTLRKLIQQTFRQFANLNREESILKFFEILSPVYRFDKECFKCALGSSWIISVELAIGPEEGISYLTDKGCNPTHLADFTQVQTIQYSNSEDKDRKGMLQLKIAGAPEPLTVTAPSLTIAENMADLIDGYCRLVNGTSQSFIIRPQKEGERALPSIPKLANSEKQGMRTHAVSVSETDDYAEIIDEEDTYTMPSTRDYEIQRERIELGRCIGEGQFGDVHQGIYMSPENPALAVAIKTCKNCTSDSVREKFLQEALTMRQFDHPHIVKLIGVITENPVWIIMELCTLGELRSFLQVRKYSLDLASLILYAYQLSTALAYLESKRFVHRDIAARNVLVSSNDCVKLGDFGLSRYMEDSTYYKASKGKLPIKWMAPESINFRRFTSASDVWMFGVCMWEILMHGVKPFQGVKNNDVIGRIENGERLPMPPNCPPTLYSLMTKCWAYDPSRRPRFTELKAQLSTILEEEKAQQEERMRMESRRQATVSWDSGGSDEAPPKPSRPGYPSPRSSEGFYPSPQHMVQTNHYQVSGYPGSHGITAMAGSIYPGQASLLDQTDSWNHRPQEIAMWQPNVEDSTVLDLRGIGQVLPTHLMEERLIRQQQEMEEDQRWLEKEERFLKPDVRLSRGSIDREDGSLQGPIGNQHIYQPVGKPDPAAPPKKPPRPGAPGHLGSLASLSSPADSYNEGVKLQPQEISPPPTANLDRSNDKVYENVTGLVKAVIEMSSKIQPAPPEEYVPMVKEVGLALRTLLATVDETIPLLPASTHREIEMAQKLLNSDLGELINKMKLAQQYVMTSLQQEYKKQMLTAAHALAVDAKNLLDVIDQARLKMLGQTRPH
E coli WT exp: blocks growth of wild type E. coli BW25113; OD600 absorbance; AID 710; growth inhibition, % at 100 µM; actives 0.15% (n = 98,000);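 active = growth inhibition above about 50% at one test dose, limit read from the data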;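 also: growth measured after 20 h incubation at 37 °C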
PLAP act: human PLAP activation | P05187 | actives 1.2% (n = 96,000) | activation fold at 20 µM | AID 696 | purified PLAP enzyme, luminescent substrate read-out; hits give high values; in the data active = activation fold above about 2
* hit, by the source's call. Only part of the results is shown. The share of hits here may be higher or lower than overall.

The first 5 compounds, ahead of the listing:
| molecule | FAK inh | E coli WT exp | PLAP act |
| --- | --- | --- | --- |
| Cc1onc(-c2c(F)cccc2Cl)c1C(=O)N1C=CC(C(F)(F)Cl)=NCC1 | -2.3 | -2.0 | 1 |
| C=CCNC(=O)c1onc(CSc2ccc(C)c(C)c2)c1C(=O)O | -8.8 | -8.0 | 1.1 |
| Brc1ccc(Oc2ncc(CN3CCOCC3)s2)cc1 | 3.9 | -10.0 | 1.2 |
| C/C(=N\NC(=O)CSCc1cccc(Br)c1)c1ccc([N+](=O)[O-])cc1 | 6.2 | -10.0 | 1 |
| CCOc1cccc(SCc2noc(C(=O)NCC3CCCO3)c2C(=O)O)c1 (stereo not drawn) | 9.6 | 0.0 | 1.3 |

Main list, from the start:
| molecule | FAK inh | E coli WT exp | PLAP act |
| --- | --- | --- | --- |
| Cc1onc(-c2c(F)cccc2Cl)c1C(=O)N1C=CC(C(F)(F)Cl)=NCC1 | -2.3 | -2.0 | 1 |
| C=CCNC(=O)c1onc(CSc2ccc(C)c(C)c2)c1C(=O)O | -8.8 | -8.0 | 1.1 |
| Brc1ccc(Oc2ncc(CN3CCOCC3)s2)cc1 | 3.9 | -10.0 | 1.2 |
| C/C(=N\NC(=O)CSCc1cccc(Br)c1)c1ccc([N+](=O)[O-])cc1 | 6.2 | -10.0 | 1 |
| CCOc1cccc(SCc2noc(C(=O)NCC3CCCO3)c2C(=O)O)c1 (stereo not drawn) | 9.6 | 0.0 | 1.3 |
| O=C(Cn1cnc2ccc(Br)cc2c1=O)c1cccs1 | 2.0 | -5.0 | 0.9 |
| CC(CCc1ccccc1)NC(=O)c1cccs1 (stereo not drawn) | -2.2 | 1.0 | 0.9 |
| COc1ccccc1NC(=O)c1csc2c1CCCC2 | -5.2 | 7.0 | 0.7 |
| COC(=O)CSc1c(-c2ccccc2)c2cc(Cl)ccc2[nH]c1=O | 4.1 | 3.0 | 0.9 |
| Cn1nc(C(F)(F)F)c(/C=N/OC(=O)c2ccc(Cl)cc2)c1Cl | 0.0 | -4.0 | 0.9 |
| Cc1cccc2cc(CN(Cc3ccco3)C(=O)Nc3cccc(C#N)c3)c(Cl)nc12 | 1.0 | -9.0 | 1 |
| CCCOc1ccc(C(=O)NC(=S)Nc2nc3ccc(C)cc3s2)cc1 | -2.5 | -4.0 | 1.1 |
| Clc1cc(Cl)cc(CSc2nnc(-c3sccc3-n3cccc3)o2)c1 | -5.2 | -5.0 | 0.5 |
| CC(C)C1=NN(C(=O)c2cccnc2)C(O)(C(F)(F)F)C1 (stereo not drawn) | -2.4 | -5.0 | 0.9 |
| CCn1c(SCc2ccc(C)cc2)nnc1C1CCN(S(=O)(=O)c2ccc(OC)cc2)CC1 | -3.1 | -15.0 | 1.3 |
| COc1ccc(Cl)cc1NC(=S)NCCc1c[nH]c2ccccc12 | 0.3 | -1.0 | 0.7 |
| CC(C)(C)NC(NC(=O)Cc1ccccc1)C(Cl)(Cl)Cl (stereo not drawn) | -5.6 | 4.0 | 1 |
| Cc1ccccc1-c1nc2sc(-c3ccccc3)cc2c(=O)o1 | -4.0 | -11.0 | 0.9 |
| Cc1cccc(Sc2c([N+](=O)[O-])ncn2C)c1 | 0.8 | 16.0 | 1.1 |
| O=C(Nc1c2ccccc2nc2ccccc12)C(Cl)(Cl)Cl | 0.4 | -8.0 | 1 |
| O=C(Nc1cc(Sc2nc3ccccc3s2)cc([N+](=O)[O-])c1)c1ccccc1F | 3.6 | -22.0 | 1 |
| COc1ccc(C(=O)C2CN(c3ccccc3)CC2c2ccc(Cl)cc2)cc1 (stereo not drawn) | -4.1 | -18.0 | 0.8 |
| O=C(COc1cccc2ccccc12)N1c2ccccc2CCc2ccccc21 | 5.5 | -17.0 | 1.3 |
| CCOC(=O)c1cnn(-c2cc(C)nc3c(-c4ccc(Cl)cc4)c(C)nn23)c1N | -0.2 | -1.0 | 1 |
| COc1ccccc1Nc1nc2ccc(C)cc2cc1C#N | -6.8 | -13.0 | 0.8 |
| O=C(NN1C(=O)c2ccccc2C1=O)C1CCCCC1 | -1.3 | 3.0 | 1 |
| CNC(=O)c1ccc(-n2nc(C)cc2-c2ccccc2)cc1 | -11.3 | 6.0 | 1 |
| CCC(=O)OCc1c(C(F)(F)F)nn(C)c1Sc1ccc(Cl)cc1 | -8.8 | 4.0 | 0.9 |
| COc1ccc(-n2c(C)nn(C)c2=O)cc1 | -5.8 | 7.0 | 0.9 |
| O=C(/C=C/c1ccccc1)NC(=S)NNC(=O)c1cccnc1 | 1.3 | -6.0 | 1.7 |
| Cc1ccc(C)c(NC(=O)Cn2c([N+](=O)[O-])cnc2C)c1 | -2.3 | -7.0 | 1.1 |
| Cc1ccc(NC(=S)NNC(=O)c2nn(C)c(C)c2Cl)cc1 | 2.8 | 5.0 | 2.3* |
| COc1cccc(-c2[nH]nc3c2C(c2ccsc2)C(C#N)=C(N)O3)c1 (stereo not drawn) | 12.0 | 5.0 | 1 |
| CCOC(=O)c1cn(-c2ccccc2CO)c2c(F)c(F)c(F)cc2c1=O | 0.8 | 3.0 | 1 |
| Cc1ccc(Oc2ccc3c(c2)C(=O)N(c2ccc(S(=O)(=O)Nc4nccs4)cc2)C3=O)cc1 | 4.6 | -4.0 | 1.3 |
| Cc1ccc2nc(Cl)c(CN(C(=O)c3cnccn3)C3CCCCC3)cc2c1 | 1.1 | 0.0 | 1.1 |
| CCC1NC(=S)N(C2CCCCC2)C1=O (stereo not drawn) | 0.0 | -9.0 | 1 |
| O=C(Nc1ccccc1)/C(=C\c1ccncc1)NC(=O)c1ccccc1 | 1.0 | 1.0 | 0.8 |
| CCOC(=O)N1CCN(C(=O)c2cccn3c(=O)c4cc(Cl)ccc4nc23)CC1 | -0.1 | -3.0 | 1.4 |
| O=C(CSc1nc2ccccc2o1)N1c2ccccc2Sc2ccc(Cl)cc21 | 5.5 | -11.0 | 0.9 |
| C=CCNC(=O)c1ccc2nc(-c3ccccc3)c(-c3ccccc3)nc2c1 | 4.7 | -3.0 | 1 |
| Cc1ccc(NC(=O)CCC(=O)NNC(=O)COc2cccc3ccccc23)c(C)c1 | 5.0 | -6.0 | 1 |
| COc1c(N2CCN(C(=S)Nc3ccccc3)C(C)C2)c(F)cc2c(=O)c(C(=O)O)cn(C3CC3)c12 (stereo not drawn) | -2.2 | 99.0* | 1.2 |
| O=C(OCn1ncc(Cl)c(Cl)c1=O)c1ccc(C(F)(F)F)cc1 | 5.1 | 8.0 | 1.1 |
| O=c1c(Cl)c(N2CCN(S(=O)(=O)c3ccc(F)cc3)CC2)cnn1-c1cccc(Cl)c1 | -2.8 | -12.0 | 1.3 |
| O=C(CSc1nc2ccccc2c(=O)n1NC(=O)Cc1ccccc1)NCc1ccccc1Cl | -0.3 | -14.0 | 1 |
| COc1ccc(CCNC(=O)C(C)Sc2ccccc2)cc1OC (stereo not drawn) | -3.1 | -5.0 | 0.9 |
| O=C(/C=C/c1ccccc1)NC(NC(=S)Nc1cc(Cl)ccc1Cl)C(Cl)(Cl)Cl (stereo not drawn) | -1.1 | -1.0 | 0.9 |
| Cc1oc2ccc(NS(=O)(=O)c3ccc(C(C)(C)C)cc3)cc2c1C(=O)Nc1ccccc1 | 0.9 | -2.0 | 1 |
| Cc1cc2cc(C=O)c(Cl)nc2cc1C | 9.6 | 9.0 | 0.9 |
| Cc1ccc(S(=O)(=O)c2ccc(Oc3cccc(C)c3)cc2)cc1 | -5.1 | -2.0 | 1.1 |
| O=C(NC(=S)Nc1nc(-c2ccccc2)cs1)c1cncc(Br)c1 | -2.3 | -8.0 | 1 |
| O=S(=O)(/N=C(/Nc1ccc(F)cc1F)c1ccc(Cl)cc1)c1ccccc1 | -3.1 | -9.0 | 0.8 |
| Cc1cc(NC(=O)/C=C/C(=O)N(c2ccccc2C)C(C(=O)NC2CCCC2)c2ccc(F)cc2)no1 (stereo not drawn) | 9.8 | -3.0 | 1.1 |
| COc1ccc(CCNC(=O)CCCCCN2C(=O)c3ccccc3C2=O)cc1 | -1.3 | 2.0 | 1.3 |
| O=C(c1ccc(Br)cc1)c1cc([N+](=O)[O-])ccc1N1CCCCC1 | -5.6 | -9.0 | 1 |
| C(=C\c1ccccc1)/C=N/Nc1nc(N2CCCCC2)nc(N2CCCCC2)n1 | 0.9 | -1.0 | 0.8 |
| O=C(COC(=O)c1ccccc1Nc1ccccc1)c1ccccc1 | 2.5 | -12.0 | 0.9 |
| Cc1cc(C)cc(SCc2noc(C(=O)NC(C)C)c2C(=O)O)c1 | -2.0 | -2.0 | 0.9 |
| C(=N\N(c1ccccc1)c1ccccc1)/c1ccc2c(c1)OCO2 | 7.8 | -12.0 | 0.8 |

Remaining list, next part.
Results follow in this order: FAK inh | E coli WT exp | PLAP act
> O=C(Oc1cccc(/C=N/Nc2nc(N3CCOCC3)nc(N3CCOCC3)n2)c1)c1ccco1
→ 0.1 | 1.0 | 1.2
> C=CCNC(=S)NNC(=O)c1cccn(Cc2ccc(Cl)cc2Cl)c1=O
→ -0.6 | -1.0 | 1.2
> COc1ccc(N2CCc3c(C)nc4c(OC)cc(OC)cc4c32)c(OC)c1
→ 1.4 | 9.0 | 1.2
> COc1cc(COc2ccc3c(C)c(Cc4ccccc4)c(=O)oc3c2C)cc(OC)c1OC
→ 3.3 | -7.0 | 1.4
> Clc1ccc(Cn2ccc(-c3ccc4c(c3)OCO4)n2)cc1Cl
→ 1.4 | 0.0 | 0.7
> CSc1ccc(S(=O)(=O)Nc2ccc3c4c(cccc24)CC3)cc1
→ 7.9 | -15.0 | 1
> CNC(=S)N1CCN(c2ccc(OC)cc2)CC1
→ -2.9 | -5.0 | 1
> CC12CC3CC(C)(C1)CC(C(=O)NC(=S)N1CCCCC1)(C3)C2
→ -9.2 | 0.0 | 1.2
> O=C(N/N=C/c1ccc2ccccc2c1)c1ccc(COc2ccc3c(c2)CCC3)o1
→ 33.5* | -6.0 | 0.9
> S=C(c1ccccc1)N(c1ccccc1)c1ccccc1
→ 0.8 | -10.0 | 0.8
> O=C(NCc1cccnc1)c1cccnc1Sc1ccc(Cl)cc1
→ 2.9 | 10.0 | 0.8
> O=C(CSc1nccn1-c1ncc(C(F)(F)F)cc1Cl)c1ccc(Cl)cc1
→ 8.0 | 4.0 | 1.7
> Cc1cccn2c(/C=N/OCc3ccc(F)cc3)c(-c3ccc(Cl)cc3)nc12
→ 2.1 | -10.0 | 0.9
> COc1ccc(-n2nc(C(=O)NCC(=O)Nc3ccccn3)c3ccccc3c2=O)cc1Cl
→ 22.5* | -2.0 | 0.9
> O=C(NNS(=O)(=O)c1ccc(Cl)cc1)c1cnn(-c2ccccc2)c1-n1cccc1
→ -0.4 | 7.0 | 1.2
> COc1ccc(N2CCN(C(=S)Nc3cc(C)cc(C)c3)CC2)cc1
→ -1.3 | -6.0 | 1
> Cc1ccc(NC(=O)c2sc3nc[nH]c(=O)c3c2C)c(C)c1
→ 0.8 | -10.0 | 1
> COc1cccc(NC(=O)CSc2nc3ccccc3cc2Cc2ccccc2)c1
→ 7.4 | -26.0 | 1
> Cc1ccc(S(=O)(=O)N2CCCC2c2nc3ccccc3s2)cc1 (stereo not drawn)
→ -1.6 | -9.0 | 0.8
> CCOc1cc(CNCCO)cc(Br)c1OCc1ccc(Cl)cc1Cl
→ -0.1 | 80.0* | 1.3

Complete entries from above. Values in the order: FAK inh | E coli WT exp | PLAP act
Shown for O=C(/C=C/c1ccccc1)NC(NC(=S)Nc1cc(Cl)ccc1Cl)C(Cl)(Cl)Cl (stereo not drawn) = -1.1 | -1.0 | 0.9
Shown for O=C(NCc1cccnc1)c1cccnc1Sc1ccc(Cl)cc1 = 2.9 | 10.0 | 0.8

Carrying on.
Results follow in this order: FAK inh | E coli WT exp | PLAP act
> CN(C)/C=C(/C(=O)c1ccc(Cl)cc1)S(=O)(=O)c1ccc(Cl)cc1
→ -0.9 | 5.0 | 1
> CCOc1ccc(C(=O)/C=C/c2ccc(SC)cc2)cc1
→ -1.6 | -12.0 | 0.9
> C=CCn1c(COc2ccc3c(c2)CCCC3)nnc1SCC(=O)Nc1cccc(SC)c1
→ 1.8 | -24.0 | 1.3
> C/C(CCc1ccc2c(c1)OCO2)=N\N=C1\NC(=O)CC(C(=O)Nc2ccccc2)S1 (stereo not drawn)
→ -2.7 | -3.0 | 1.3
> CCCCCCCC(=O)NN1CCOCC1
→ -2.4 | 5.0 | 1
> S=C(NCCSCc1ccc(Cl)cc1Cl)Nc1ccccc1
→ 1.7 | -18.0 | 0.8
> COC(=O)c1cc(NS(=O)(=O)c2ccc(N3CCCCC3)c([N+](=O)[O-])c2)cc(C(=O)OC)c1
→ 1.8 | 6.0 | 1.1
> Nc1c(C(=O)NC23CC4CC(CC(C4)C2)C3)sc2nc3c(c(C(F)(F)F)c12)CCC3
→ -0.5 | -4.0 | 0.9
> Cc1cc(C)c(S(C)(=O)=O)c(Sc2ccc(Cl)cc2)n1
→ -3.1 | -5.0 | 1
> COc1ccc(N(C(=O)COc2ccccc2OC)S(=O)(=O)c2ccc(C)cc2)cc1
→ 2.8 | 3.0 | 0.8
> CCCC/C(C)=N/NC(=O)Nc1ccccc1
→ 1.7 | 0.0 | 0.9
> COc1ccc(C(=O)/C=C/c2ccccc2F)c(OC(=O)c2ccc([N+](=O)[O-])cc2)c1
→ 6.3 | -13.0 | 1
> COC(=O)c1c(NC(=O)Cn2nc(C(F)F)cc2C(F)F)sc(C)c1C
→ 7.2 | -10.0 | 0.9
> O=C(NCc1ccco1)c1cccn2c(=O)c3c4c(sc3nc12)CCCC4
→ 9.3 | -2.0 | 1.3
> C=CCOc1c2ccc(C(=O)NC3CCCc4ccccc43)cc2nn1C (stereo not drawn)
→ 2.2 | -8.0 | 1
> N#Cc1ccccc1CN1C(=O)S/C(=C/c2cccn2-c2cccc(C(=O)O)c2)C1=O
→ 4.3 | 3.0 | 1.3
> O=C(O)CSc1cc(C(F)(F)F)nc(-c2ccccn2)n1
→ -0.3 | -8.0 | 1
> Cc1nc(Sc2ccccc2)c(C#N)cc1-c1ccccc1
→ -0.4 | 3.0 | 0.7
> O=C1c2ccccc2C(=O)N1Nc1ccccc1
→ 2.7 | 3.0 | 1
